K1F lysis inhibition – inhibition of K1F phage lysis, E. coli UTI89, bacterial capsule biogenesis inhibitors, alamar blue (AID 488966) | E. coli UTI89 K1F phage lysis, alamar blue, 2 h; higher % means a stronger effect | inhibition, % at 100 µM, or IC50 in µM where a hit was titrated | actives 0.02% (n = 340,000);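 active = phage lysis inhibition, versus mean bacterial control, above a set limit; inconclusive = no clear call, values can overlap the other calls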;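 note: capsule biogenesis inhibitors block K1F phage lysis so surviving cells raise fluorescence; higher fluorescence means more inhibition of phage lysis; actives were called in the ten point dose series up to 300 µM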
* hit, by the source's call; ? = inconclusive; [ ] = dose if it differs, or a comment. Only part of the results is shown. The share of hits here may be higher or lower than overall.

SMILES	K1F lysis inhibition
O=C(CC1C[C@H](C(=O)N2CCCCC2)[C@@]2(CCc3ccccc3)c3[nH]c4ccccc4c3CCN2C1=O)NCCc1ccccn1 (stereo not given in full)	0.2%
CN(C)c1ccc(-c2cc(O)c3ncccc3c2)cc1	0.6%
Cc1ccc(S(=O)(=O)NCCCNS(=O)(=O)c2ccc(C)cc2)cc1	0.6%[50 µM]
COc1cc(OC)c(OC)cc1CNC(=O)c1cccc(S(=O)(=O)N2CCc3ccccc3C2)c1	0.3%[50 µM]
O=C(Cc1ccc(Cl)cc1)NCCS(=O)(=O)N1CCN(c2ccccc2F)CC1	1.3%[50 µM]
COC(=O)c1c(C)[nH]c(C(=O)CN2C(=O)C3CC=CCC3C2=O)c1C (stereo not given)	0.5%[50 µM]
COc1ccccc1NC(=O)Nc1nc(CC(=O)N2CCN(c3ccc(F)cc3)CC2)cs1	1.0%[50 µM]
O=C(NC(Cc1cccc(F)c1)C(=O)O)C1CCCCC1 (stereo not given)	0.5%
O=C(CNc1cccc(S(=O)(=O)N2CCCC2)c1)Nc1cccc(C(F)(F)F)c1	-0.5%[50 µM]
C[C@H]1CN([C@@H](C)CO)C(=O)Cc2cc(NC(=O)Cc3ccccc3)ccc2O[C@H]1CN(C)C(=O)Nc1cccc2ccccc12	-0.7%
C[C@H](CO)N1C[C@H](C)[C@@H](CN(C)CC2CCCCC2)Oc2ccc(NC(=O)CCN3CCOCC3)cc2C1=O	1.1%
CN(CCOc1ccc(Cl)cc1)C(=O)C1=CC=CN2CCS(=O)(=O)N=C12	0.7%[50 µM]
CC[C@@]1(C(=O)OC)N[C@H](CN(C)S(=O)(=O)c2ccc(OC(F)(F)F)cc2)[C@@H]2C(=O)N(C)C(=O)[C@@H]21	-0.2%
N#Cc1cccc(NC(=O)CSc2nnc(C3CC3)n2C2CC2)c1	1.0%[50 µM]
Cc1cccc(NS(=O)(=O)c2cccc(C(=O)NCc3ccccc3CN3CCOCC3)c2)c1	1.5%[50 µM]

Retrieved by structure from the entries so far, 2 records:
SMILES	K1F lysis inhibition
CN(C)c1ccc(-c2cc(O)c3ncccc3c2)cc1	0.6%
C[C@H]1CN([C@@H](C)CO)C(=O)Cc2cc(NC(=O)Cc3ccccc3)ccc2O[C@H]1CN(C)C(=O)Nc1cccc2ccccc12	-0.7%

Following part:
SMILES	K1F lysis inhibition
CCN1CCN(c2ccc(S(=O)(=O)N3CCOCC3)cc2NC(=O)c2ccccc2SC)CC1	0.9%[50 µM]
O=C(CCc1ccccc1)Nc1cc2c3c(c1)CC(=O)N3CCC2	0.7%[50 µM]
CC1=C(SCc2ccccc2)C(=O)c2ccccc2C1=O	-2.9%
COc1cc2cc(C)c(Br)c(OC)c2cc1OC	-3.6%
O=C(NCCCO)C(=O)Nc1ccc2c(c1)N(S(=O)(=O)c1cccs1)CCC2	0.6%[50 µM]
COc1cc2c(c(OC)c1OC)-c1ccc(OC)c(=O)cc1C(NC(=O)c1ccccc1)CC2 (stereo not given)	0.1%
N#CCc1c(C#N)c(N)nc(N2CCOCC2)c1C#N	0.3%
CC(OC(=O)C1CC1)C(=O)Nc1ncc(Cl)cc1Cl (stereo not given)	0.7%[50 µM]
COc1ccc(COn2nnc3ccc(S(=O)(=O)N4CCOCC4)cc32)cc1F	0.7%[50 µM]
O=C(COC(=O)c1ccc(Cl)nc1)Nc1cc(S(=O)(=O)N2CCOCC2)ccc1Cl	0.4%[50 µM]
CN(Cc1c(F)cccc1Cl)C(=O)CNC(=O)c1ccc2c(c1)OCO2	0.9%[50 µM]
CCOC(=O)[C@@H]1[C@H]2COc3ccc(Br)cc3[C@H]2N2C(=O)N(c3ccc(C)cc3)C(=O)[C@@]12C	2.1%
O=C(NCc1ccccc1)c1cccc(NC(=O)c2ccccc2)c1	-0.2%
OCC[C@@H]1C[C@@H](O)[C@H](O)[C@@]2(CCCO2)O1	-0.1%
COc1ccccc1NC(=S)NC1CCCC1	0.2%

No new results follow: three of the compounds above.
SMILES	K1F lysis inhibition
CCN1CCN(c2ccc(S(=O)(=O)N3CCOCC3)cc2NC(=O)c2ccccc2SC)CC1	0.9%[50 µM]
O=C(CCc1ccccc1)Nc1cc2c3c(c1)CC(=O)N3CCC2	0.7%[50 µM]
CC1=C(SCc2ccccc2)C(=O)c2ccccc2C1=O	-2.9%

(listing goes on)
SMILES	K1F lysis inhibition
CCN(Cc1ccccc1)S(=O)(=O)c1ccc(C(=O)N(CCCN(C)C)c2nc3cc(OC)ccc3s2)cc1	0.0%[50 µM]
CCNc1nc(NCC)n2c(SCC(=O)Nc3ccccc3OC(F)F)nnc2n1	-4.0%
Nc1nccnc1C(=O)OCC(=O)C12CC3CC(CC(C3)C1)C2	1.1%[50 µM]
COc1cc2c(-c3ccc4cc[nH]c4c3)c(-c3ccsc3)oc(=O)c2cc1OC	-4.3%
CN(C)CCC(C(=O)c1ccccc1)c1cccnc1 (stereo not given)	-0.2%
COc1cc(NCc2ccccc2)c2ncn(Cc3ccccc3)c2c1	0.9%
Nc1ccc(S(=O)(=O)NN=Cc2ccccc2[N+](=O)[O-])cc1	-0.4%
CN(C(=O)CSc1nc2sc3c(c2c(=O)n1C)CCC3)C1CCS(=O)(=O)C1 (stereo not given)	?
CCOc1ccc(CN(C)C(=O)c2ccc(S(=O)(=O)N(C)c3ccccc3OC)cc2)cc1	0.0%[50 µM]
Cc1cc(C)n(-c2ccc(C(=O)OCC(=O)Nc3cc(S(C)(=O)=O)ccc3Cl)cc2)n1	1.4%[50 µM]
COc1cc(C#Cc2c(-c3ccccc3OC)oc3ccccc23)cc(OC)c1	-0.2%
Cn1c(=O)c2c(ncn2CC(=O)OCC(=O)Nc2ccc(F)cc2F)n(C)c1=O	0.8%[50 µM]
O=C(COc1ccc([N+](=O)[O-])cc1Cl)N1CCc2ccccc21	0.4%[50 µM]
CC(C)N(Cc1ccccc1)C(=O)COC(=O)C1CCN(c2ccc(C(F)(F)F)cn2)CC1	-0.2%[50 µM]
COc1ccc(NC(=O)COC(=O)C(NC(=O)c2ccc(C)cc2)C(C)C)cn1 (stereo not given)	0.5%[50 µM]

In the list so far, 3 have a CF3 group.
SMILES	K1F lysis inhibition
O=C(CNc1cccc(S(=O)(=O)N2CCCC2)c1)Nc1cccc(C(F)(F)F)c1	-0.5%[50 µM]
CC[C@@]1(C(=O)OC)N[C@H](CN(C)S(=O)(=O)c2ccc(OC(F)(F)F)cc2)[C@@H]2C(=O)N(C)C(=O)[C@@H]21	-0.2%
CC(C)N(Cc1ccccc1)C(=O)COC(=O)C1CCN(c2ccc(C(F)(F)F)cn2)CC1	-0.2%[50 µM]

Further compounds.
SMILES	K1F lysis inhibition
Cc1cccc(N2N=C(C(=O)N3Cc4ccccc4CC3C(N)=O)CCC2=O)c1 (stereo not given)	-0.4%[50 µM]
C[C@H](CO)N1C[C@H](C)[C@@H](CN(C)Cc2ccc(Cl)c(Cl)c2)Oc2c(NS(=O)(=O)c3cn(C)cn3)cccc2C1=O	-0.2%
C=CC[C@@H](CC(=O)OC(C)(C)C)C(=O)OC[C@H]1CCCN1C(=O)[C@@H](CC=C)CC(=O)N(CCO)Cc1ccccc1	-1.6%
Cc1ccc(S(=O)(=O)N2CCN(C(=O)COC(=O)CNC(=O)c3ccccc3F)CC2)c(C)c1	0.2%[50 µM]
CSc1nc(O)c(C(c2ccc(OC(C)C)cc2)c2c(O)nc(SC)[nH]c2=O)c(=O)[nH]1	-1.9%
COc1ccc(NC(=O)CSc2ncccn2)cc1S(=O)(=O)N1CCCCC1	1.0%[50 µM]
Cc1c(C(=O)NCc2ccccn2)oc2ccc(Br)cc12	0.2%[50 µM]
O=C(C(=O)c1ccc(O)c(O)c1)c1ccc(O)c(O)c1	-3.7%
Cc1ccc([C@@H]2CC=C(C(=O)O)CN2S(=O)(=O)c2ccccc2C)cc1	-0.8%
CC1CCCC(C)N1C(=O)COC(=O)c1cccnc1Cl (stereo not given)	0.7%[50 µM]
CCOC(=O)c1[nH]c(C)c(C(=O)OCC(=O)NC(C)c2ccc(F)cc2)c1C (stereo not given)	0.7%[50 µM]
O=C(Nc1ccc(Cl)cc1)c1nc[nH]c1C(=O)NCc1ccccc1	0.2%
CC(OC(=O)c1ccccn1)C(=O)Nc1ccc2c(c1)OCCO2 (stereo not given)	0.5%[50 µM]
CCOc1ccc(NS(=O)(=O)c2cc(NC(=O)C3CC3)ccc2C)cc1Br	-2.1%
CCOC(=O)C1=C(C)Nc2ccccc2N/C1=N\S(=O)(=O)c1ccc(Cl)cc1	0.3%[50 µM]
COc1cc(NC(=NS(=O)(=O)c2ccccc2)c2ccccc2)ncn1	-3.3%
COc1cc(C(O)CO)ccc1OS(=O)(=O)O (stereo not given)	2.2%
Cc1c(NC(=O)CSc2nnc(-c3cccnc3)n2N)c(=O)n(-c2ccccc2)n1C	0.4%[50 µM]
CN(C(=O)COc1ncnc2ccccc12)C1CCCCC1	0.0%[50 µM]
CC(C)(C)OC(=O)N1CCN(C(=O)c2[nH]cnc2C(=O)Nc2cccc(Cl)c2)CC1	-0.4%
COc1ccc(N2CC(NS(=O)(=O)c3cccnc3)CC2=O)cc1 (stereo not given)	1.1%[50 µM]
COc1ccccc1NS(=O)(=O)c1ccc(C(=O)N2CCN(c3ccccc3O)CC2)cc1	1.6%[50 µM]
O=C1NC(=S)S/C1=C\c1cc(Cl)ccc1Cl	-6.1%
Nc1c(Cl)c(Cl)nc(C(=O)OCC(=O)NCc2ccccc2)c1Cl	1.0%[50 µM]
COc1ccc([C@H]2/C=C\CN(C(=O)[C@H](Cc3ccccc3)NC(=O)OCC3c4ccccc4-c4ccccc43)CC(=O)N2Cc2ccc(F)cc2)cc1	0.9%
Cc1ccc(CNC(=O)c2ccc(N3CCC4(CC3)CC(c3ccccc3)=NO4)c(NC(=O)c3c(Cl)cccc3Cl)c2)cc1	0.3%
CC(OC(=O)Cn1cnc2c1c(=O)n(C)c(=O)n2C)C(=O)NCc1ccccc1 (stereo not given)	0.7%[50 µM]
CC1Cc2ccccc2N1C(=O)COC(=O)CSc1ccc(F)cc1 (stereo not given)	0.3%[50 µM]
O=C(c1cccc(S(=O)(=O)NCc2ccccc2)c1)N1CCN(c2ccccc2Cl)CC1	0.6%[50 µM]
Cc1noc(C)c1NC(=O)N(C)C[C@@H]1Oc2c(NC(=O)c3ccncc3)cccc2C(=O)N([C@H](C)CO)C[C@@H]1C	1.4%
COc1ccc(C(=O)c2nccc3cc(OC)c(OC)cc23)cc1OC	0.8%[50 µM]
C[C@@H]1CN([C@H](C)CO)C(=O)Cc2cc(NS(=O)(=O)c3ccc(F)cc3)ccc2O[C@H]1CN(C)Cc1ccc(C(=O)O)cc1	0.3%
C[C@H](OC(=O)c1[nH]cnc1C(=O)N1CCN(C(=O)OC(C)(C)C)CC1)c1ccccc1	0.4%
O=C(COC(=O)CCC1CCCC1)Nc1ccccc1Br	-0.3%[50 µM]
Cc1ccc(S(=O)(=O)N2CCOC23CCN(C(=O)C(=O)NCc2ccccc2)CC3)cc1	0.2%[50 µM]
Nc1ccccc1C(=O)NCCCN1CCN(c2cccc(Cl)c2)CC1	1.4%
COc1ccccc1CCNS(=O)(=O)CCNC(=O)c1ccc2c(c1)OCO2	0.1%[50 µM]
CC(C)NC(=O)CSc1ccccc1C(=O)NNC(=O)Cn1ccc(C(F)(F)F)n1	-1.8%
Cc1ccc(C)c(S(=O)(=O)N2CCCCC2CCNC(=O)C(=O)NCc2ccccc2)c1 (stereo not given)	0.9%[50 µM]
Cc1cc2oc3ccc(NCCC4CCCN4C)cc3c(=O)c2cc1C (stereo not given)	0.3%
CC(=CC(=O)c1ccccc1)c1ccccc1	-2.9%
CC(=O)c1cccc(NC(=O)c2cc(-c3ccncc3)nc3ccccc23)c1	1.0%[50 µM]
Cc1ccc(N(C)S(=O)(=O)c2cccc(C(=O)OCC(=O)N3CCCC(C)C3)c2)cc1 (stereo not given)	0.4%[50 µM]
CN(CC(=O)Nc1ccc(Cl)c(C(F)(F)F)c1)C(=O)c1ccc(N2CCOCC2)c([N+](=O)[O-])c1	-1.1%[50 µM]
Cc1ccc(S(=O)(=O)N2CCOCC2)cc1NC(=O)COC(=O)C1(C)CC1(Cl)Cl (stereo not given)	0.3%[50 µM]
CC(Sc1ccccn1)C(=O)NC1CCCC1 (stereo not given)	0.4%[50 µM]
O=C(Oc1ccc(-c2nnco2)cc1)c1ccc(F)c(S(=O)(=O)N2CCOCC2)c1	-0.7%
O=C(CN1CCN(C(=O)c2cccc(-n3cnnn3)c2)CC1)Nc1ccccc1Cl	0.9%[50 µM]
O=C1N[C@H]2CC=C[C@H]2N(Cc2cccs2)c2ccccc21	0.2%
Cc1ccc(Cl)c(NC(=O)COC(=O)C2CCC2)c1Cl	1.4%[50 µM]
O=C(NCCC1CCCCN1S(=O)(=O)c1ccc(F)cc1)C(=O)NC1CC1 (stereo not given)	0.6%[50 µM]
COc1cccc(NC(=O)CN(C)C(=O)/C=C/c2cn(-c3ccccc3)nc2-c2cccs2)c1	0.7%[50 µM]
CC(=NNC(=S)Nc1cccc(Cl)c1)c1ccccn1	0.2%
CO[C@@]12[C@H](COC(N)=O)C3=C(C(=O)C(C)=C(N)C3=O)N1C[C@@H]1N[C@@H]12	5.1%
O=C(c1ccco1)N1CCN(C(=O)c2ccco2)C1=S	0.5%
COc1cccc(C(=O)NCCN2CCN(c3ccc(Cl)cc3)CC2)c1	3.4%
Cc1ccc(SCC(=O)OCC(=O)NC2CCCCCCC2)cc1	-1.1%
Cc1noc(C)c1C(=O)OCC(=O)NCc1ccc(Cl)cc1	0.6%[50 µM]
CCN(c1ccccc1)S(=O)(=O)c1ccc(OC)c(NC(=O)c2ccccc2OC)c1	2.1%[50 µM]
CCOc1cc(N2CCOCC2)c(OCC)cc1NC(=O)COC(=O)CCOc1cc(C)ccc1C	0.7%[50 µM]
CCc1ccc(OCC(=O)NNCC(=O)Nc2ccc(OC)cc2)cc1	0.8%[50 µM]
Cc1cccnc1NC(=O)CN1C(=O)NC(C)(c2ccc3ccccc3c2)C1=O (stereo not given)	0.7%[50 µM]
CCCn1c(=O)c2[nH]c(-c3ccc(S(=O)(=O)O)cc3)nc2n(CCC)c1=O	0.4%
